# IL-2 act – IL-2 activation. IL-2 activation reporter assay, cell-based qHTS; stimulated with anti-CD3/CD4/CD28 beads; in transgenic mouse T cells. activation, % (series mostly up to about 46 µM). hit rate 0.065% among 360,000. AID 652025; in the data active = activation above about 50%; inconclusive = mostly about 30% to 49%; note: 0% is about no effect
#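 Readout: EGFP and DsRed signals by fluorescent plate cytometry. Unstimulated transgenic mouse T cells received compound 60 min before antibody-bead stimulation, then incubated 18 h at 37 degrees C.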
# GLP1R ag – agonists of human GLP-1 receptor | Potency, µM (top dose mostly 45.6 µM), inactives show at the top dose activation, most hits filed as activators | hit rate 0.007% among 380,000 | P43220 | HEK293 GLP-1R CRE-luciferase, luminescence, 4-6 h; cells express a hypersensitive GLP-1R form; note: potency is the fitted concentration of half-maximal effect; % of control where 0% means no effect
# HEK293 tox – cytotoxicity counter-screen for GLP-1 receptor inverse agonists; HEK293 cAMP-luciferase reporter cells, luminescence, 24 h; Potency, µM (top dose mostly 38.3 µM), without a hit: top-dose activity change, negative = inhibition, usual class: inhibitors; hit rate 0.13% among 410,000; AID 624418;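 note: loss of luciferase light is scored as toxicity; potency is the fitted concentration of half-maximal effect; % is set by controls: 0 for no effect and ±100 for the full control effect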
#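 Quantitative HTS format, 1536 wells, 200 cells/uL seeded. Compounds: 23 nL, 24 h, 37 °C. Detection: luciferase reagent, luminescence at 12 min RT; decreased signal taken as cytotoxic.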
# DRD3 agonist – activates the human D3 dopamine receptor. D3R DiscoveRx beta-arrestin cells, luminescence, 90 min. hit rate 0.58% among 410,000. P35462. max activation, %; in the data active = max activation above about 30%; note: 0% is about no effect; mostly tested at two doses, the higher about 12 µM
# Target sequence (P35462 whole entry, looked up): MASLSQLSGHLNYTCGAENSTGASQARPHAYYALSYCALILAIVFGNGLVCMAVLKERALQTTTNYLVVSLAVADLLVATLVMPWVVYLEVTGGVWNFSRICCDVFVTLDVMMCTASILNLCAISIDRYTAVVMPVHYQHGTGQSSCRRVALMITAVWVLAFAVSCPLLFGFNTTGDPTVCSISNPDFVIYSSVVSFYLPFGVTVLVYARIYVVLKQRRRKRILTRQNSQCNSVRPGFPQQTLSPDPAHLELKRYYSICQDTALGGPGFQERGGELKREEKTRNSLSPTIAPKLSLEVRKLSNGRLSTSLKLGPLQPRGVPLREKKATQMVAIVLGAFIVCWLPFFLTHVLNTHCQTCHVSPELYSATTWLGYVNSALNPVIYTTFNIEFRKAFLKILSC
#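 Agonist-mode cell screen: cells plated at 1500/well and incubated overnight at 37 °C, then exposed to library compounds for 90 min at 37 °C. Detection reagent was added for 30–60 min at room temperature, and luminescence was read.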
# DRD3 antagonist – blocks the human D3 dopamine receptor | AID 652054 | D3R cells, DiscoveRx beta-arrestin luminescence, antagonist mode; stronger effect = lower value | max response, negative = inhibition, % | P35462 | hit rate 2.5% among 360,000; in the data active = max response below about -50%; inconclusive = no clear call, values can overlap the other calls; note: % is set by controls: 0 for no effect and ±100 for the full control effect; mostly tested at two doses, the higher about 12 µM
#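 Cells expressing the human receptor were seeded at 1500 cells/well, incubated overnight at 37 degrees C in 5% CO2, then exposed to library compounds with dopamine controls for 90 minutes at 37 degrees C before luminescent detection.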
# GLP-1R inv ag – acts as inverse agonist at human GLP-1 receptor | HEK293 GLP-1R CRE-luciferase, luminescence, 24 h; GLP-1R form is constitutively active | P43220 | hit rate 1.6% among 410,000 | Potency, µM (titrated, usually from 38.3 µM), for the others: at the top dose activity change, negative = inhibition, actives largely listed as inhibitors; note: potency is the fitted concentration of half-maximal effect; % is set by controls: 0 for no effect and ±100 for the full control effect; nearly all actives have a fitted effect of over 55% in size
#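 Inverse agonists were sought by their lowering of basal cAMP reporter luciferase output in HEK293 cells stably carrying constitutively active human GLP-1R, after 24 h compound treatment.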
# WRN inhibitor – inhibitors of human WRN helicase. Potency, µM (titrated, usually from 114 µM), without a hit: top-dose activity change, negative = inhibition, hits mostly inhibitors. AID 651768. WRN helicase unwinding, fluorescent forked duplex, kinetic. Q14191. hit rate 0.46% among 360,000; note: potency is the fitted concentration of half-maximal effect; % is set by controls: 0 for no effect and ±100 for the full control effect; nearly all actives have a fitted effect of over 55% in size
#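 Primary qHTS, 1536-well format. 20 nM WRN + compound, 15 min RT; start with 100 nM forked fluorophore/quencher duplex, 2 mM ATP (final); kinetic read ex 525/em 598 nm.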
# PLK1 PBD inh – PLK1 (human) polo-box domain binding inhibition; hit rate 2.8% among 360,000; Potency, µM, inactives show max response, negative = inhibition, most hits filed as inhibitors; P53350; AID 720504; Plk1 PBD binding of FITC phosphopeptide, fluorescence polarization; note: potency is the fitted concentration of half-maximal effect; series mostly up to about 57 µM; % is set by controls: 0 for no effect and ±100 for the full control effect; nearly all actives have a fitted effect of over 65% in size
# Target sequence (P53350 whole entry, looked up, the tested form may be a part): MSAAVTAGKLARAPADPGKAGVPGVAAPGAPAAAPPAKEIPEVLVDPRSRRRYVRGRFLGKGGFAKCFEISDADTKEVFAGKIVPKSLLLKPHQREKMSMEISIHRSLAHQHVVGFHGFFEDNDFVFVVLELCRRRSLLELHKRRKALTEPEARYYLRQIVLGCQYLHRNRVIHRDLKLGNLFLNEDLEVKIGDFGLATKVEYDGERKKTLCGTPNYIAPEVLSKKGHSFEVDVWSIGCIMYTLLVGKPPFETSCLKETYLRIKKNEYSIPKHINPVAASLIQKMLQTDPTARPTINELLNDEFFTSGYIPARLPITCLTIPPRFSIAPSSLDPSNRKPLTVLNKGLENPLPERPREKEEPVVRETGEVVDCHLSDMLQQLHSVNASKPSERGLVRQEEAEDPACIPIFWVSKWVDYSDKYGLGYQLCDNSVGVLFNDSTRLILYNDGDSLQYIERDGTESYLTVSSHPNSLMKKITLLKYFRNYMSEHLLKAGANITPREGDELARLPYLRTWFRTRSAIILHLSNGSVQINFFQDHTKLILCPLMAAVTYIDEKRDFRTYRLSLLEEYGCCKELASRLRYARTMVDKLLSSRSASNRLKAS
# PI5P4Ka inh – inhibitors of human PI5P4K alpha | P48426 | PI5P4Kalpha enzyme, ADP-Glo luminescence, 60 min; stronger effect = lower value | max response, % | hit rate 1.2% among 330,000 | AID 652105; active = max response of -50% or lower; inconclusive = between -30% and -50%; inactive = -30% or higher; note: value at the top dose of about 77 µM; % is set by controls: 0 for no effect and ±100 for the full control effect
#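 Human PI5P4Kalpha with substrate in 0.038 M HEPES pH 7.4, 0.28 mM EGTA, 0.1% CHAPS, 5% DMSO; reaction started with 5 microM ATP (final), 60 min at room temperature. ADP formed read by ADP-Glo luminescence.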
# Active calls of the source: *; ? = inconclusive; . = no result given; [ ] = another dose, or the depositor's remark. Unless noted, calls come from the whole dose curve; as a rule, active = well fitted curve in the direction sought with a large enough effect; inconclusive = small, poorly fitted or top-dose-only effect, or another doubt; inactive = no such curve, though single readings can be large; an effect the other way counts as inactive or inconclusive.
# The line under a structure holds: PI5P4Ka inh	GLP-1R inv ag	HEK293 tox	DRD3 antagonist	IL-2 act	GLP1R ag	DRD3 agonist	PLK1 PBD inh	WRN inhibitor
1: COc1ccc(-c2nc(N/N=C(\C)c3ccc(O)cc3)c3ccccc3n2)cc1
 : 14	4%	?	77	5.2	10%	1	9%	-15%
2: C=CCn1cccc(C(=O)Nc2cc(OC)c(OC)c(OC)c2)c1=O
 : ?	42%[activator]	14%	-1	0.6	6%	5	21µM*	-25%
3: CC1=C(C(=O)OCc2ccccc2)C(c2ccco2)n2ncnc2N1 (centres undefined)
 : 3	8%	-19%	1	-1.4	-1%	8	-3%	2%
4: CCC(=O)c1c[nH]c(C(=O)N2CCN(c3ccccc3)CC2)c1
 : 1	-1%	6%	-10	-3.9	12%	-3	-11%	3%
5: COc1ccc(NC(=O)c2ccccc2N2C(=O)C3C4C=CC(C5CC45)C3C2=O)c(OC)c1 (centres undefined)
 : 6	5%	-8%	3	-1.7	14%	2	-29%	2%
6: COC(=O)c1ccc(C(=S)N2CCOCC2)cc1
 : 0	30%	11%	8	-1.3	-7%	-1	12µM*	-3%
7: CCOC(=O)/C=C1\NC(=O)CS1
 : -1	1%	1%	0	0.6	-2%	-5	-5%	4%
8: COc1ccc(N2C(=O)C3CCCN3C2c2cccs2)cc1 (centres undefined)
 : -4	6%	3%	7	-2.1	-1%	0	-6%	2%
9: CCc1ccccc1Nc1nc(N)nc(COC(=O)CCNS(=O)(=O)c2ccccc2)n1
 : 1	-20%	-10%	-18	-0.2	0%	-4	-6%	-14%
10: Cc1c(OCC(=O)NC2CC(C)(C)NC(C)(C)C2)ccc2c1oc(=O)c1ccccc12
 : -1	?	-6%	5	-4.2	10%	0	-4%	18%[11.6 µM]
11: CNC(=S)N1N=C(c2ccc(C)cc2)CC1c1cc(OC)ccc1OC (centres undefined)
 : 0	10µM*	?	-12	-3.5	14%	-6	?	-11%
12: CC(=O)Nc1ccc(C(=O)NC2CCCC2)cc1
 : -6	11%	-11%	2	-2.2	-9%	1	-2%	1%
13: CCOc1ccc(CCNC(=O)c2cc(C)nc3ccccc23)cc1OCC
 : -2	24%	-2%	28	-3.2	5%	2	1%	-9%
14: CCOc1ccccc1N1CCN(C(=O)Cc2ccc(S(=O)(=O)N3CCOCC3)s2)CC1
 : -3	-7%	11%	-7	2.6	-34%[inhibitor]	1	1%	-18%
15: O=C1CCCN1CCCNC(=S)Nc1ccc(Cl)cc1Cl
 : 1	-7%	-1%	-2	0.4	3%	2	-5%	2%
16: CN1CCN(c2ccc(Cl)cc2NC(=O)CCN2C(=O)c3ccccc3C2=O)CC1
 : -14	-8%	2%	5	1.7	-2%	0	-3%	3%
17: Cc1ccc(C)c(C(=O)CCC(=O)NCc2ccc(Cl)cc2)c1
 : 4	10µM*	-8%	-3	0.6	3%	-2	-2%	-7%
18: COc1cccc(CNn2c(-c3cccc(C)c3)nc3ccccc3c2=O)c1O
 : .	0%	-2%	12	-1.6	9%	0	-4%	-1%
19: CCn1cc(C(=O)N2CCN(c3ccccn3)CC2)c2cc(OC)c(OC)cc2c1=O
 : .	2%	-1%	6	-2.3	6%	3	1%	3%
20: Cc1cc(C)c(NC(=O)CS(=O)CC(=O)N2CCN(c3ccccc3)CC2)c(C)c1 (centres undefined)
 : .	0%	7%	18	-0.1	-12%	3	0%	0%
21: Cc1cccc(OCC(=O)Nc2ccc(S(=O)(=O)N3CCCC3)cc2)c1
 : -15	?	9%	?	0.9	-21%	-5	-25%	?
22: CCCCNC(=S)Nc1ccc(SC(F)F)cc1
 : 6	?	?	?	-1.4	8%	-7	?	-10%
23: COc1ncnc2c1sc1nc(-c3ccccc3)c3c(c12)CCCC3
 : 4	7%	33%	9	-0.5	5%	37*	7%	-2%
24: Cc1nn(C)c2c(=O)c(=O)c2n(C)[nH]1
 : 0	16%	0%	2	0.0	5%	7	-10%	0%
25: O=C(NCc1ccccc1)c1ccc2c(=O)n(CC3CCCO3)c(=S)[nH]c2c1 (centres undefined)
 : 3	-8%	5%	?	0.8	1%	-3	-4%	7%
26: COc1cccc(NC(C(=O)Nc2cccc(C(C)=O)c2)c2ccccc2)c1 (centres undefined)
 : 9	-11%	3%	18	-0.7	9%	9	-3%	-4%
27: COCCNC(=O)CCCn1c(=O)c2cc(OC)c(OC)cc2n(CC(=O)Nc2ccccc2OC)c1=O
 : 0	13%	-12%	-11	0.7	16%	9	-5%	2%
28: CN1C2Cc3c(n(C)c4ccccc34)C1CC=C2CO (centres undefined)
 : -6	23%	-22%	-7	0.9	14%	1	-5%	-6%
29: CN(Cc1ccccc1)c1nc(-c2cccc([N+](=O)[O-])c2)nc2ccccc12
 : -14	29%	11%	24	0.4	4%	2	27µM*	-3%
30: O=C(Nc1ccc2c(c1)OCO2)c1ccc2nc([C@@H]3O[C@H](CO)[C@H](O)[C@H](O)[C@H]3O)[nH]c2c1
 : 0	27%	-6%	0	0.1	-3%	-1	-8%	-8%

# Limited to GLP-1R inv ag and HEK293 tox, for some of the entries so far:
No.	Structure	GLP-1R inv ag	HEK293 tox
4	CCC(=O)c1c[nH]c(C(=O)N2CCN(c3ccccc3)CC2)c1	-1%	6%
5	COc1ccc(NC(=O)c2ccccc2N2C(=O)C3C4C=CC(C5CC45)C3C2=O)c(OC)c1 (centres undefined)	5%	-8%

# Remaining list, next part.
# The line under a structure holds: PI5P4Ka inh	GLP-1R inv ag	HEK293 tox	DRD3 antagonist	IL-2 act	GLP1R ag	DRD3 agonist	PLK1 PBD inh	WRN inhibitor
31: O=C(Nc1cc(C(F)(F)F)ccc1N1CCOCC1)C1CC1
 : -7	30%[activator]	-1%	-12	0.2	5%	-4	-3%	9%
32: CCOc1ccc(-c2cc(N)n(S(=O)(=O)c3ccc(OC)c(OC)c3)n2)cc1
 : -6	?	8%	29	-2.6	23%	1	-11%	0%
33: CN(C)c1ncnc2c1ncn2C1CCCO1 (centres undefined)
 : 0	11%	-3%	7	-0.3	13%	-5	-3%	6%
34: CCOc1cc(-n2ncc(C#N)c2N)nc(SC)n1
 : -1	0%	6%	-6	0.9	1%	3	0%	-3%
35: S=C(Nc1cccc2ccccc12)NN1CCOCC1
 : 0	-19%	-1%	?	-0.1	2%	-13	-15%	-2%
36: CC(O)CNc1nc2ccccc2n1CC(=O)NC12CC3CC(CC(C3)C1)C2 (centres undefined)
 : 1	8%	2%	-7	-1.6	-2%	-3	?	-7%
37: COc1ccccc1S(=O)(=O)n1cc(Cc2ccccc2)c(N)n1
 : .	0%	-5%	-11	-1.3	7%	-8	-4%	-6%
38: C[C@H]1COc2cc(N3CCN(Cc4ccccc4F)CC3)ccc2S(=O)(=O)N1
 : 4	26%	-4%	0	1.1	10%	7	0%	4%
39: O=C(O)c1ccc(/C=C/C(=O)c2ccc3c(c2)OCCCO3)cc1
 : 0	?	-1%	?	1.9	-4%	-5	-14%	-9%[11.6 µM]
40: Cc1cccc(NC(=S)NNC(=O)c2cc3c(s2)CCC(C)C3)c1C (centres undefined)
 : 0	?	3%	1	0.4	-6%	12	-20%	-3%
41: CN(C)S(=O)(=O)c1cccc(C(=O)OCC(=O)Nc2sccc2C#N)c1
 : -15	13%	14%	?	-1.3	10%	0	-11%	-30%
42: O=C(c1cc2c(=O)oc3ccccc3c2s1)N1CCN(c2cccc(Cl)c2)CC1
 : .	-22%	-1%	.	.	-2%	-5	.	.
43: C(CNC1C2CC3CC(C2)CC1C3)CN1CCOCC1 (centres undefined)
 : -4	-16%	7%	-7	0.2	-2%	2	-7%	-1%
44: CSCCC(=O)N(C)CC1CCN(CCc2cccc(C(F)(F)F)c2)CC1
 : 0	2%	-19%	-7	1.1	0%	-16	-4%	1%
45: CCOc1ccc(NC(=O)CN(C)C(=O)CSCc2c(C)noc2C)cc1OCC
 : -7	5%	21%	-10	-0.3	11%	0	-9%	7%
46: COc1ccccc1NC(=S)NCCC(c1ccccc1)c1ccccc1
 : 7	?	-24%	-3	-0.6	-1%	-3	-3%	-6%
47: CCOCCn1c(N2CCCC2)nc2c1c(=O)n(C)c(=O)n2C
 : 6	11%	-5%	8	6.3	4%	0	-4%	-1%
48: CS(=O)(=O)N(CC(=O)O)c1ccc(C23CC4CC(CC(C4)C2)C3)cc1
 : 15	1%	-12%	0	-0.1	1%	9	-10%	4%
49: CCn1cc(CN2CCc3c([nH]c4ccccc34)C2c2cccc(O)c2)c(C)n1 (centres undefined)
 : -6	?	-7%	-1	3.6	7%	-9	-8%	-7%
50: CS(=O)(=O)N1c2ccccc2[C@]2(Br)C[C@H]3C(=O)N[C@@H](Cc4ccccc4)C(=O)N3[C@H]12
 : -2	-16%	-24%	0	-0.7	-7%	26	-13%	-10%
51: CC(C)c1nnc(NC(=O)CSc2nc3ccccc3s2)s1
 : 0	6%	1%	2	-2.7	-5%	-1	-22%	2%
52: O=C(NCCCCCCNC(=O)c1ccncc1)c1ccncc1
 : -8	-3%	-5%	-16	1.5	-5%	-1	-2%	1%
53: CCc1ccc(N(CC(=O)NC(C)(C)C)C(=O)CNC(=O)c2cccs2)cc1
 : -3	4%	0%	7	0.7	1%	0	-5%	8%
54: CCOP(=O)(OCC)C(NC(=O)c1cc([N+](=O)[O-])cc([N+](=O)[O-])c1)C(F)(F)F (centres undefined)
 : -2	-6%	-17%	8	-0.5	6%	0	21µM*	-13%
55: O=C(CNC(=O)c1ccccc1Br)NCCSc1ccc(Br)cc1
 : -1	?	0%	-19	-3.1	-1%	1	-30%	-2%
56: O=C(Nc1cccc(S(=O)(=O)N2CCOCC2)c1)c1cn(-c2ccccc2)nc1-c1ccccc1
 : 4	?	-15%	5	-2.5	10%	-8	-11%	-9%
57: COc1ccccc1NNC(=O)C(O)(c1ccccc1)c1ccccc1
 : 0	?	1%	2	0.5	1%	-2	-2%	-3%
58: C=CCN1C(=O)CSc2ccc(C(=O)NCc3ccco3)cc21
 : .	0%	1%	18	-1.3	-1%	2	-13%	4%
59: CCOC(=O)c1sc2ncn(C(CC)C(=O)OCC)c(=O)c2c1C (centres undefined)
 : 3	-25%	19%	22	-0.7	29%	7	-4%	-5%
60: O=C(N/N=C/c1ccccc1OC(=O)c1ccc2c(c1)OCO2)c1ccccc1
 : 2	?	-41%	10	0.7	-2%	6	-6%	5%
